# RGS8-Gao reg = modulates binding of RGS8 to human Galphao | 0.34% of 220,000 active | multiplexed bead flow cytometry; actives lie on both sides | P09471 | response (percent of control binding), % at 10 µM; in the data active = response below about 60% or above about 140%; inactive = in between;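 note: Galphao activated as the GDP aluminium fluoride complex binding bead-coupled RGS8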
# Bcl-XL Bim block = human Bim-Bcl-XL interaction inhibition. Bim peptide-Bcl-XL binding, bead flow cytometry, fluorescence. inhibition, % at 10 µM. 0.04% of 190,000 active. AID 1007
# Bim-Bcl-2 = disrupts Bim peptide binding to human Bcl-2. Bead-based flow cytometry, Bim peptide-Bcl-2 binding. inhibition, % at 10 µM. 0.06% of 190,000 active; in the data active = inhibition above about 40%; inconclusive = no clear call, values can overlap the other calls;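 note: 0% = no compound wells with probe peptide and 100% = reference peptide inhibitor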
# ABCB1 inh = human ABCB1 inhibition, ABCG2 as counter-screen. CCRF-Adr cells, JC-1 efflux, flow cytometry. inhibition, % at 6.6 µM. 0.067% of 190,000 active. AID 1326; in the data active = inhibition above about 40%;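 note: 0% = vehicle and 100% = reference inhibitor; higher value means more JC-1 retained so stronger ABCB1 efflux block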
# Target sequence (P08183 whole entry, looked up): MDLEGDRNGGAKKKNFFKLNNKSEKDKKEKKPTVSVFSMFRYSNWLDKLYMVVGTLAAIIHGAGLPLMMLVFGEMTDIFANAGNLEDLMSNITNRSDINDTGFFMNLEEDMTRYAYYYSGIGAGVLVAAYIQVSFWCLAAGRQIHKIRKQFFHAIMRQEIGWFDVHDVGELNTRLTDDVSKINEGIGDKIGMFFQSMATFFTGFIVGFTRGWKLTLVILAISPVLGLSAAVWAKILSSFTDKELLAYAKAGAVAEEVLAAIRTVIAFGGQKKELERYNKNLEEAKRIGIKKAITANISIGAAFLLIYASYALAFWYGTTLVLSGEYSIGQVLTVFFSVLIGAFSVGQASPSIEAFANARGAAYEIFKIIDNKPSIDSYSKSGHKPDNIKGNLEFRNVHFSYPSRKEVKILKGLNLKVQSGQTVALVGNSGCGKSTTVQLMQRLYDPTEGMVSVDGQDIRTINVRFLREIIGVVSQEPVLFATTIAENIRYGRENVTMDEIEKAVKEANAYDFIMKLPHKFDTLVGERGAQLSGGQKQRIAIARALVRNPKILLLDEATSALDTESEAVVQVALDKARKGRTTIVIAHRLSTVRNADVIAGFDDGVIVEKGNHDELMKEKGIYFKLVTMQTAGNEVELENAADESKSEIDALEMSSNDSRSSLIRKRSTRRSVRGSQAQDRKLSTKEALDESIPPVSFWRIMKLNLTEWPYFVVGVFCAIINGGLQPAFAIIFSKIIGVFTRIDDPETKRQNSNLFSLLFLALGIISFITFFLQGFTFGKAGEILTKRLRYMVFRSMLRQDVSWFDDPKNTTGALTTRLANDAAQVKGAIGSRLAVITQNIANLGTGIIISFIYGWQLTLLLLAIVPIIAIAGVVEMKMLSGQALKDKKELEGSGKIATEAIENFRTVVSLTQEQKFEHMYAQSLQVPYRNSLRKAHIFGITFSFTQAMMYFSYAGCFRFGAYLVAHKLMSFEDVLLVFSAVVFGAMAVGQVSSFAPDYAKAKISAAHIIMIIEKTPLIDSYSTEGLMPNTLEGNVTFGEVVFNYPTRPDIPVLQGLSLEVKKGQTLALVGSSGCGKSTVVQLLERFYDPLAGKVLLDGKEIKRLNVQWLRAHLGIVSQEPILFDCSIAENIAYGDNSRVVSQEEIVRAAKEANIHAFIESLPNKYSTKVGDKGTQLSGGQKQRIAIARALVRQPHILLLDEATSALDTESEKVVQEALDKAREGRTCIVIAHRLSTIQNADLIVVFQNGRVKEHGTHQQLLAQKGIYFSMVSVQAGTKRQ
# Bim-Mcl-1 = human Bim-Mcl-1 interaction inhibition; Q07820; Bead-based flow cytometry, Bim peptide-Mcl-1 binding; inhibition, % at 10 µM; 0.1% of 190,000 active;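 note: 0% = no compound tracer wells and 100% = peptide blocker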
# ABCG2 inh = inhibitors of human ABCG2 transporter, ABCB1 counter-screen | Q9UNQ0 | IgMXP3 cells, JC-1 efflux, flow cytometry | inhibition, % at 6.6 µM | 0.1% of 190,000 active;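 active = inhibition above 80%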;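 note: 0% = DMSO and 100% = nicardipine control wells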
#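 Test system: IgMXP3 cells (ABCG2) mixed with DDAO far-red-labelled CCRF-Adr cells (ABCB1). Reagent: JC-1 transporter substrate. Compound dosing: single test compound dose, 6.6 µM final. Times: 10 min compound exposure, 25 °C. Detection: flow cytometry of retained JC-1 fluorescence. Read-out basis: efflux inhibition in percent versus controls. Controls: nicardipine and DMSO wells.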
# RGS7-Gao = human RGS7-Galphao interaction regulation; P09471; Multiplexed bead flow cytometry, RGS7-Galphao binding; actives lie on both sides; binding response (% of control), % at 10 µM; 0.35% of 220,000 active; AID 1439; in the data active = binding response below about 49% or above about 150%; inconclusive = no clear call, values can overlap the other calls; inactive = in between;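 note: fluorescent Galphao held in activated GDP-AlF4 state binding bead-coupled RGS7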
# Bcl-W Bim block = inhibitors of Bim-Bcl-W interaction, human | Q92843 | 0.02% of 190,000 active | AID 952 | bead-based flow cytometry, Bim peptide-Bcl-W binding | inhibition, % at 10 µM;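 note: 0% = bound tracer without compound and 100% = peptide blocker; higher means less fluorescent Bim peptide bound to Bcl-W beads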
# Bfl-1 Bim block = human Bim-Bfl-1 interaction inhibition; Q16548; Bead-based flow cytometry, Bim-Bfl-1 binding inhibition; inhibition, % at 10 µM; 0.12% of 190,000 active;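 note: 0% = wells without compound plus tracer and 100% = blocker peptide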
# RGS4-Gao reg = human RGS4-Galphao interaction regulation; 0.33% of 220,000 active; binding response (% of control), % at 10 µM; Multiplexed bead flow cytometry, RGS4-Galphao binding; actives lie on both sides; P09471; in the data active = binding response below about 49% or above about 150%; inactive = in between;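 note: fluorescent Galphao activated with aluminum fluoride binding bead-coupled RGS4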
# Bim-Bcl-B = inhibitors of Bim-Bcl-B interaction, human | 0.073% of 190,000 active | Q9HD36 | inhibition, % at 10 µM | bead-based flow cytometry, Bim peptide-Bcl-B binding;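 note: 0% = tracer peptide without compound and 100% = reference inhibitor peptide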
# Starred values were filed as active, the others as inactive; ? = inconclusive. Cut-off read from the data, not from the text of the source, unless noted: active = inhibition above about 40%.
SMILES,RGS8-Gao reg,Bcl-XL Bim block,Bim-Bcl-2,ABCB1 inh,Bim-Mcl-1,ABCG2 inh,RGS7-Gao,Bcl-W Bim block,Bfl-1 Bim block,RGS4-Gao reg,Bim-Bcl-B
Cc1c(C(=O)NCCN2CCOCC2)oc2ccccc12,99,-4,-4,0.5,-1,0,103,0,-14,99,-8
Cc1ccc(C(=O)c2ccccc2C(=O)OCC(=O)NCCc2ccc(Cl)cc2Cl)cc1,106,-4,-2,2.1,-3,29,107,-2,-1,103,-8
O=C(CCCn1cnc([N+](=O)[O-])n1)Nc1cc(Cl)ccc1O,104,-1,-3,-0.1,1,0,101,0,-1,101,-6
COc1cccc(N(C(=O)CCl)C(C(=O)NCCc2ccccc2)c2cccs2)c1 (stereo not drawn),101,-3,-1,0.8,-3,6,101,0,-1,97,-3
Cc1ccc([N+](=O)[O-])cc1NC(=S)NC(=O)c1ccco1,99,-9,-11,0.2,-1,6,101,-6,-16,99,-16
Cc1ccc(S(=O)(=O)NC2=NCN(Cc3cccnc3)CN2)cc1,94,-3,-3,0.2,-1,1,100,0,-2,102,0
Cc1ccc(-n2ncc3c(NNC(=O)c4cccs4)ncnc32)cc1,109,-4,0,0.5,4,5,102,-2,-3,103,-11
COc1ccc(C2CC(c3cccs3)=NN2C(=O)CSc2nc3ccccc3s2)cc1 (stereo not drawn),102,-3,-5,1.0,0,2,107,-3,-16,102,-8
Cc1ccnc(NS(=O)(=O)c2cccc3nsnc23)c1,101,0,2,0.3,0,1,105,-2,-1,105,0
CCOc1cc(CNc2ccc(O)cc2)ccc1OCc1ccc(Cl)cc1Cl,97,-13,-4,0.7,15,9,100,4,6,96,-3
O=S(=O)(Nc1cc2nc3ccccc3nc2n1Cc1ccccc1)c1ccc(Cl)cc1,99,-11,-3,-0.1,-19,-3,98,-12,-4,100,-21
Cc1ccc(OCc2nnc(NC(=O)c3ccco3)s2)cc1,98,0,-10,0.3,-3,1,96,5,-10,99,-6
CCOC(=O)N1CCN(C(=O)C2CCN(Cc3cccc(OCc4ccccc4)c3)CC2)CC1,97,-4,-3,0.6,-1,0,100,-1,-7,99,-5
COc1ccccc1NC(=O)CN1CCN(c2ccccc2)CC1,100,-2,-2,0.3,0,6,?,-1,-5,100,0
CC1(C)CC(NC(=S)NCc2ccc3c(c2)OCO3)CC(C)(C)N1,95,-5,-4,2.4,-2,19,?,-3,-5,96,-3
CCCn1c(SCC(=O)Nc2cc(Cl)ccc2Cl)n[nH]c1=O,102,-2,-1,-0.5,0,4,?,-1,-6,101,-9
CC(C)Cn1c(N)c(C(=O)COC(=O)c2ccc3ccccc3n2)c(=O)n(C)c1=O,104,0,0,1.7,0,7,107,-3,-3,105,-3
CCOC(=O)c1[nH]c(C)c(CN(Cc2ccco2)C(=O)C(F)(F)F)c1C,101,-9,-10,2.4,-7,58,103,-4,-8,102,-7
Clc1ccc(-c2n[nH]c3c2CCC3)c(Cl)c1,101,-6,-6,-1.5,-1,26,97,2,-13,103,-4
Cc1nn(C)c(C)c1N1C(=O)c2cccc3c(N)ccc(c23)C1=O,101,-11,-9,1.2,-8,7,101,-9,-4,98,-19
O=C(CSc1nc2cc(Cl)ccc2s1)NC(=O)NCc1ccco1,100,-2,-1,-0.1,0,0,93,7,-9,94,-1
Cn1c(CN2CCCC2)nc2cc(NC(=O)COc3ccc(Cl)cc3)ccc21,99,-7,-12,0.6,0,7,96,0,-12,96,-6
CC1CCc2c(sc3ncn4c(SCC(=O)NCc5ccco5)nnc4c23)C1 (stereo not drawn),99,-1,-1,0.0,0,1,94,-1,0,99,0
[O-][N+]12CCN(CC1)c1ccccc12,101,-4,-5,0.0,0,0,102,-4,-9,101,-3
CCOc1cc(N2CCOCC2)c(OCC)cc1NC(=O)CSc1n[nH]c(N)n1,92,4,1,0.2,3,2,95,3,5,97,1
Cn1nc(C(C)(C)C)c([N+](=O)[O-])c1C(=O)Nc1ccccc1,102,-3,-5,0.0,-5,1,105,-3,-5,107,-6
CC(=O)Nc1sc2c(c1C#N)CCCC2,99,-8,-12,-0.4,-2,34,99,-1,-18,101,-7
CCCOc1ccc(C(=O)N2CC3(CC(c4cccc(NC(=O)[C@@H]5CCC(=O)N5)c4)=NO3)C[C@H]2C(=O)NC2(C(N)=O)CC2)cc1 (stereo partly drawn),97,-2,-2,0.5,-3,2,96,-6,-2,98,-8
CCCC(=O)Nc1ccc(S(=O)(=O)N2CCCC2)cc1,100,1,2,0.3,3,2,102,3,-5,102,-2
Nc1nc(N2CCCCC2)nc2ccccc12,97,-3,-1,-5.6,0,-5,92,-1,-3,94,-2
CCOc1ccccc1NC(=S)NC(=O)CCCOc1ccc(Cl)cc1Cl,108,-4,-15,-0.2,-4,0,103,-2,-15,105,-15
Cc1nnc(C)n1/N=C/c1cccnc1,101,-6,-2,0.7,-2,0,105,-4,-9,102,-7
COc1ccccc1NC(=O)Cc1nc(CCl)cs1,97,-8,-3,0.0,-5,0,101,-4,-5,99,-8
CCN(Cc1ccccc1)CC(O)COc1ccccc1 (stereo not drawn),98,-11,-7,0.8,0,3,103,4,-9,102,-6
O=C(c1ccncc1)N1CCN(C2CCCCC2)CC1,99,2,0,-0.5,2,1,103,3,-2,101,1
O=C(Nc1cccc(C2OCCCO2)c1)c1cccs1,103,-4,0,-0.3,-3,0,100,-5,-4,98,-7
OC(COCCOc1ccc(Br)cc1)CN1CCN(Cc2ccccc2)CC1 (stereo not drawn),89,0,-2,2.3,3,2,106,-1,-1,101,4
COc1ccccc1NC(=O)CCN1CCN(C)CC1,94,-3,-2,0.2,-2,-1,98,-1,-5,99,-8
CC(C)Cc1nnc(NC(=O)CCN2C(=O)c3ccccc3C2=O)s1,103,-5,-7,0.2,-3,1,96,-5,-14,98,-12
Cc1cccc(NC(=O)CNc2cc(C)ccc2C)c1,106,-3,-11,0.1,0,1,104,1,-11,103,-6

# Three entries from above, sorted by formula weight, high to low.
SMILES,RGS8-Gao reg,Bcl-XL Bim block,Bim-Bcl-2,ABCB1 inh,Bim-Mcl-1,ABCG2 inh,RGS7-Gao,Bcl-W Bim block,Bfl-1 Bim block,RGS4-Gao reg,Bim-Bcl-B
CC(C)Cn1c(N)c(C(=O)COC(=O)c2ccc3ccccc3n2)c(=O)n(C)c1=O,104,0,0,1.7,0,7,107,-3,-3,105,-3
Cc1ccnc(NS(=O)(=O)c2cccc3nsnc23)c1,101,0,2,0.3,0,1,105,-2,-1,105,0
Nc1nc(N2CCCCC2)nc2ccccc12,97,-3,-1,-5.6,0,-5,92,-1,-3,94,-2

# (cont.)
SMILES,RGS8-Gao reg,Bcl-XL Bim block,Bim-Bcl-2,ABCB1 inh,Bim-Mcl-1,ABCG2 inh,RGS7-Gao,Bcl-W Bim block,Bfl-1 Bim block,RGS4-Gao reg,Bim-Bcl-B
COc1ccc(N=C2SCC(=O)N2Cc2ccccc2)cc1,105,-1,-1,1.0,-1,6,98,0,-5,101,-1
COc1ccc(N2CCN(C(=O)c3cccnc3)CC2)c([N+](=O)[O-])c1,100,2,0,0.7,0,7,98,-1,-2,99,1
Cc1nn(C)c(Cl)c1C(=O)NC(C(=O)O)c1ccccc1 (stereo not drawn),100,-2,0,3.5,1,2,99,-2,-9,105,-2
CCN(CC1COc2ccccc2O1)C(=S)NC1CC2CCC1C2 (stereo not drawn),100,0,-4,0.3,0,3,100,0,-6,105,-4
CC(=O)NCCn1c(SCc2ccccc2C)nc2ccccc2c1=O,104,-7,-13,2.6,-3,7,102,-1,-15,103,-7
COC(=O)c1ccc(CSc2cc(C)c3ccccc3n2)o1,102,0,1,0.1,1,2,?,2,-3,101,0
CCOC(=O)N1CCC(N2Cc3cccc(C(=O)N4CCN(c5cccc(Cl)c5)CC4)c3C2=O)CC1,102,0,1,1.3,2,-1,100,-1,-3,99,-1
c1ccc(C(c2nnnn2Cc2cccs2)N2CCN(C3CCCC3)CC2)cc1 (stereo not drawn),98,-13,-4,0.7,0,1,97,3,-8,96,-7
O=C(CCN1CCN(CC(=O)Nc2ccccc2F)CC1)Nc1ccccc1F,102,-11,-13,2.1,-6,12,100,-5,-19,100,-8
COc1ccc(OC)c(NC(=O)CSc2nc(C)cs2)c1,101,-2,-8,0.5,0,7,100,1,-9,101,-6
CCCOc1cccc(-c2nn(-c3ccccc3)cc2/C=C(\C#N)C(=O)NCCCn2ccnc2)c1,103,-5,-5,2.0,-2,7,104,-6,-8,99,-10
Cc1ccc2cccc(S(=O)(=O)Nc3ccc4c(c3)OCO4)c2n1,104,0,-7,0.3,-3,1,98,0,-12,103,-7
COc1ccc(OCC(=O)NC(=S)Nc2ccc3c4c(cccc24)CC3)cc1,105,-4,1,0.0,0,17,101,-3,-1,101,-8
Cn1c(=S)n(/N=C/c2ccc3c(c2)OCO3)c2ccccc21,106,-7,-4,0.4,0,3,103,3,-7,105,-9
Cc1ccc(C)c(NC(=O)c2ccccc2Sc2ccc([N+](=O)[O-])cc2Cl)c1,108,-5,-7,3.2,-4,25,101,-3,-7,103,-6
CCCc1cc(=O)n2[nH]c(NCc3ccccc3F)nc2n1,104,0,0,0.8,0,4,104,-1,-1,112,0
CCCCNCc1cc(OCC)c(OCC)cc1Br,100,-1,0,1.1,0,1,91,0,-6,97,-3
COc1ccc(S(=O)(=O)N2CCC(C(=O)N3CCc4ccccc4C3)CC2)cc1OC,103,-4,-16,0.4,-2,1,100,-5,-5,103,-6
O=C(NCc1ccccc1)C1CCN(S(=O)(=O)c2ccc(Cl)cc2)CC1,105,-1,-1,0.7,-1,3,105,0,-8,102,-5
Cc1ccc(/C=N/NC(=S)N2CCOCC2)cc1,102,-1,0,0.7,-7,3,101,2,9,101,-30

# An excerpt from above in order of the Bim-Bcl-B value, falling:
smiles | Bim-Bcl-B
OC(COCCOc1ccc(Br)cc1)CN1CCN(Cc2ccccc2)CC1 (stereo not drawn) | 4
Cc1ccc(OCc2nnc(NC(=O)c3ccco3)s2)cc1 | -6
Cc1ccc2cccc(S(=O)(=O)Nc3ccc4c(c3)OCO4)c2n1 | -7
Cc1ccc(-n2ncc3c(NNC(=O)c4cccs4)ncnc32)cc1 | -11
Cc1ccc(/C=N/NC(=S)N2CCOCC2)cc1 | -30

# Other entries follow.
SMILES,RGS8-Gao reg,Bcl-XL Bim block,Bim-Bcl-2,ABCB1 inh,Bim-Mcl-1,ABCG2 inh,RGS7-Gao,Bcl-W Bim block,Bfl-1 Bim block,RGS4-Gao reg,Bim-Bcl-B
CCOc1c(Cl)cc(/C=N/O)cc1OC,101,-2,-3,0.1,1,1,107,0,-3,107,0
O=C1/C(=C/c2ccc(O)c(O)c2)SC(=S)N1Nc1ccccc1,96,1,2,1.2,5,4,88,8,10,98,-7
CCc1ccc(/C=N/Nc2nn[nH]n2)cc1,103,-2,4,-0.7,2,-1,103,0,0,103,0
O=C(CNc1cc(S(=O)(=O)N2CCCC2)ccc1OCC(F)(F)F)Nc1ccc(SC(F)F)cc1,99,-5,-9,0.6,-1,16,96,-2,-14,98,-5
CCOCCCn1c(=S)[nH]c2cc(C(=O)NCCN(CC)CC)ccc2c1=O,102,-4,-6,0.1,0,-1,98,-2,-14,98,-4
CC1(C)NC(=O)N(CCCOc2ccccc2Br)C1=O,104,3,0,1.0,-4,5,109,-1,-2,110,-1
COc1ccc(N=C2S/C(=C\c3cccs3)C(=O)N2CC(C)C)cc1,98,-1,-8,0.3,0,1,98,1,-15,98,-8
CCOc1ccc2[nH]c(=O)c(CN(CCOC)C(=O)N3CCOCC3)cc2c1,101,-2,-1,0.2,-5,1,101,-1,-2,99,-3

# Compound activity (PubChem BioAssay)
